Screening results: PubChem BioAssay, The Scripps Research Institute Molecular Screening Center
TAAR1 agonist = human TAAR1 agonists, primary screen, Fluo-8 calcium fluorescence, CHO RD-HGA16 cells; AID 624467, 2012; actives 0.99% (n = 360,000); vehicle wells 0%, saturating PEA agonist 100%; Trace amine-associated receptor 1 (Homo sapiens), Q96RJ0; activation, % at 3 µM;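 active = activation above the mean activation of all test compounds in the run plus 3 SD, cut at about 38% in these data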
Target sequence (Q96RJ0 whole entry, looked up): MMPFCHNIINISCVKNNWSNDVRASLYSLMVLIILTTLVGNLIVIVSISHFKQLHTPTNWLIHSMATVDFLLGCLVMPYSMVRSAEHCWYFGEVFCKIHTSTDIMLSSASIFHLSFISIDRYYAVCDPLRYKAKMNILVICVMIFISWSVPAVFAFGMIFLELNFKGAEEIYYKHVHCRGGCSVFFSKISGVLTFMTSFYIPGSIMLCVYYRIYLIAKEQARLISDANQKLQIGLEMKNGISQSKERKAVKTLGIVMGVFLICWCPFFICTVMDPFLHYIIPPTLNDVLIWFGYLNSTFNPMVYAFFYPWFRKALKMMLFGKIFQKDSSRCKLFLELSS
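test system = CHO RD-HGA16 cells carrying human TAAR1 plus Gα16 | schedule = 17-24 h seeding, 75 min 37 °C dye, 30 min RT | compound dosing = 3 µM single concentration | control set = DMSO and PEA EC100 | replicates = n 1 | signal = Fluo-8 fluorescence, 5 s baseline then 140 s kinetic read | measure = percent activation vs PEA EC100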
CHO-K1 Ca ag = counter-screen for M1 agonists: effect in parental CHO-K1 cells | Fluo-8 calcium fluorescence; scaled to maximal ATP response, vehicle zero | activation, % at 3 µM | actives 0.48% (n = 360,000) | AID 602248, 2012; in the data active = activation above about 15%;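 note: untransfected CHO-K1 host cells lacking M1 receptor as counterscreen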
CHO-K1 Ca antag = nonselective inhibitor or artifact in parental CHO-K1 cells; ATP-induced calcium, Fluo-8 fluorescence; inhibition, % at 3 µM; actives 0.6% (n = 360,000); AID 602250;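 active = inhibition above a per-plate cutoff, the plate's mean sample inhibition plus 3 SD, cut at about 24% in these data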;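 note: 0% = DMSO plus EC80 ATP and 100% = DMSO alone without ATP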
CHO parental Ca = ATP-evoked calcium signal inhibitors, parental CHO, primary screen, counter-screen for OX1R antagonist project, cell-based, fluorescence, Fluo-8 calcium dye | parental CHO-K1, ATP-induced calcium, Fluo-8 fluorescence | inhibition, % at 5.6 µM | actives 0.63% (n = 330,000);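 active = inhibition above that plate's mean sample inhibition plus 3 SD, cut at about 26% in these data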;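 note: 0% = ATP-challenged DMSO wells and 100% = DMSO wells without ATP; some compounds past the cut are filed as inactive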
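Material: parental CHO cells / Compound: single nominal dose of 5.6 µM per compound / Signal: Fluo-8 fluorescence / Replicates: singlicate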
M1 antag = human M1 muscarinic receptor antagonists, primary screen, CHO-K1 cells, Fluo-8 calcium fluorescence, 1536-well | actives 1.3% (n = 360,000) | AID 588852, 2011 | CHO-K1 hM1, ACh EC80 antagonist | Muscarinic acetylcholine receptor M1 (Homo sapiens), P11229 | inhibition, % at 3 µM;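 active = percent inhibition above its own plate's cutoff, namely the mean of that plate's compound wells plus 3 SD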;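 note: peak over basal fluorescence ratio during 140 s after agonist addition; 0% = ACh EC80 plus DMSO and 100% = DMSO alone without agonist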
Target sequence (P11229 whole entry, looked up): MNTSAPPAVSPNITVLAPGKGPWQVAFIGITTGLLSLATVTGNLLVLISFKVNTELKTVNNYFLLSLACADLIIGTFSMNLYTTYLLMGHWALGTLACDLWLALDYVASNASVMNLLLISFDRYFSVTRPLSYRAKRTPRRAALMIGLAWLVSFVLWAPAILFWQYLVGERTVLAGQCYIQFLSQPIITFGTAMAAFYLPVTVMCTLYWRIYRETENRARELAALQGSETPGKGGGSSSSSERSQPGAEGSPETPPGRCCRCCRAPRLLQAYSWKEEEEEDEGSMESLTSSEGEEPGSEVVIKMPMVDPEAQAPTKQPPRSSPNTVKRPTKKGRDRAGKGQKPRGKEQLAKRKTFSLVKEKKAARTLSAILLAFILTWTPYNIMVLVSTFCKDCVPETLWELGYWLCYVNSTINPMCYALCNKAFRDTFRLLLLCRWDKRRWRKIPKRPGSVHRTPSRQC
CHRM1 agonist = human M1 muscarinic receptor agonists, primary screen, Fluo-8 calcium fluorescence, CHO-K1 cells, HTS. Muscarinic acetylcholine receptor M1 (Homo sapiens), P11229. CHO-K1 hM1, agonist mode; 0% DMSO, 100% acetylcholine EC100. activation, % at 3 µM. actives 0.33% (n = 360,000);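 active = activation above the run's mean compound activation plus 3 SD, cut at about 16% in these data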;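 note: peak over basal fluorescence ratio within a 140 s kinetic read after compound addition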
CHO-K1 Ca PAM = nonselective calcium activators in parental CHO-K1 cells, primary screen, counter-screen for M1 PAM project, cell-based, Fluo-8 calcium fluorescence, full deck, 1536-well; activation, % at 3 µM; actives 0.02% (n = 360,000); ATP EC20; 0% at ATP EC20, 100% at ATP max; AID 602247, 2012;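 active = activation above the run cutoff, the mean activation of all test compounds plus 3 SD, cut at about 40% in these data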;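 note: peak over basal fluorescence ratio in a 140 s read after ATP addition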
TAAR1 antagonist = human TAAR1 antagonists, primary screen, Fluo-8 calcium fluorescence, CHO RD-HGA16 cells; Trace amine-associated receptor 1 (Homo sapiens), Q96RJ0; antagonist; inhibition, % at 3 µM; actives 1.5% (n = 360,000); AID 624466, 2012;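 active = inhibition above a per-plate cutoff, the mean inhibition of test compounds on that plate plus 3 SD, cut at about 49% in these data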;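 note: 0% = DMSO plus EC80 beta-PEA response and 100% = DMSO alone without agonist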
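test system = CHO RD-HGA16 cells bearing hTAAR1 | replication = singlicate | controls = DMSO-only wells and EC80 β-PEA-stimulated wells | reagent = EC80 β-phenethylamine stimulus | read-out basis = percent inhibition of PEA-evoked calcium signal, max/basal emission ratio | schedule = seeding 17-24 h prior, 75-min 37 °C, 30-min RT dye loading | signal = kinetic Fluo-8 calcium fluorescence measurement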
CHRM1 PAM = human M1 muscarinic receptor positive allosteric modulators, primary screen, CHO-K1 cells, Fluo-8 calcium fluorescence, 1536-well. actives 0.088% (n = 360,000). activation, % at 3 µM. CHO-K1 hM1, ACh EC20; 0% = ACh EC20, 100% = maximal ACh; in the data active = activation above about 19%, passing the limit was not always enough
* = called active by the depositor. The order is random, and some 4.4% of all compounds hit somewhere here.

Results for CCN(CC)S(=O)(=O)c1cccc(C(=O)/C=C2/N(C)c3ccccc3C2(C)C)c1 ?
TAAR1 agonist: 1; CHO-K1 Ca ag: 0.8; CHO-K1 Ca antag: 3; CHO parental Ca: 13; M1 antag: 3; CHRM1 agonist: -9; CHO-K1 Ca PAM: -1; TAAR1 antagonist: 59*; CHRM1 PAM: -2

Results for O=c1[nH]c2ccccc2nc1Cc1ccc(Cl)cc1 ?
TAAR1 agonist: 6; CHO-K1 Ca ag: 1.7; CHO-K1 Ca antag: -7; CHO parental Ca: -15; M1 antag: -10; CHRM1 agonist: -1; CHO-K1 Ca PAM: 8; TAAR1 antagonist: 8; CHRM1 PAM: 5

What do the screens show for `COC(=O)/C=c1/sc2n(c1=O)CCN=2`?
TAAR1 agonist: -2; CHO-K1 Ca ag: 0.1; CHO-K1 Ca antag: -11; CHO parental Ca: 1; M1 antag: 4; CHRM1 agonist: 4; CHO-K1 Ca PAM: 11; TAAR1 antagonist: 11; CHRM1 PAM: -2

Results for CC(C)CN(C(=O)COC(=O)C(C)N1C(=O)c2ccccc2C1=O)c1c(N)n(Cc2ccccc2)c(=O)[nH]c1=O (stereo not given) ?
TAAR1 agonist: 2; CHO-K1 Ca ag: 0.9; CHO-K1 Ca antag: 1; CHO parental Ca: -7; M1 antag: -9; CHRM1 agonist: -4; CHO-K1 Ca PAM: 5; TAAR1 antagonist: -16; CHRM1 PAM: 7

Results for Cc1ccc(S(=O)(=O)NCC(=O)NCC(=O)N2CCN(c3ncccn3)CC2)cc1C ?
TAAR1 agonist: -2; CHO-K1 Ca ag: -0.6; CHO-K1 Ca antag: -13; CHO parental Ca: -4; M1 antag: -27; CHRM1 agonist: -5; CHO-K1 Ca PAM: 17; TAAR1 antagonist: -23; CHRM1 PAM: 5

What do the screens show for `CC(C)CCn1c(N2CCN(c3cccc(Cl)c3)CC2)nc2c1c(=O)[nH]c(=O)n2C`?
TAAR1 agonist: 8; CHO-K1 Ca ag: -0.3; CHO-K1 Ca antag: -13; CHO parental Ca: -11; M1 antag: -29; CHRM1 agonist: -2; CHO-K1 Ca PAM: 17; TAAR1 antagonist: 2; CHRM1 PAM: 6

Results for Nc1cc(-c2ccc(Br)cc2)nn1Cc1ccccc1 ?
TAAR1 agonist: 2; CHO-K1 Ca ag: 1.6; CHO-K1 Ca antag: -15; M1 antag: 2; CHRM1 agonist: -4; CHO-K1 Ca PAM: 13; TAAR1 antagonist: 10; CHRM1 PAM: 2

Results for CCCOc1ccccc1NS(=O)(=O)c1ccc2[nH]c(=O)[nH]c2c1 ?
TAAR1 agonist: -2; CHO-K1 Ca ag: 0.7; CHO-K1 Ca antag: -13; CHO parental Ca: 0; M1 antag: -6; CHRM1 agonist: 0; CHO-K1 Ca PAM: 9; TAAR1 antagonist: -4; CHRM1 PAM: 2

What do the screens show for `COc1cc(C(C)=O)ccc1Oc1ncnc2c1cnn2-c1ccccc1`?
TAAR1 agonist: 1; CHO-K1 Ca ag: 0.3; CHO-K1 Ca antag: -9; CHO parental Ca: 1; M1 antag: -4; CHRM1 agonist: 1; CHO-K1 Ca PAM: 23; TAAR1 antagonist: -6; CHRM1 PAM: 13

What do the screens show for `CC(NC(N)=O)C12CC3CC(CC(C3)C1)C2` (stereo not given)?
TAAR1 agonist: 7; CHO-K1 Ca ag: 0.1; CHO-K1 Ca antag: 6; CHO parental Ca: -10; M1 antag: -15; CHRM1 agonist: -1; CHO-K1 Ca PAM: 11; TAAR1 antagonist: -11; CHRM1 PAM: 12

What do the screens show for `CC(=O)c1cccc(NC(=O)c2ccc(C(=O)Nc3cccc(C(C)=O)c3)nc2)c1`?
TAAR1 agonist: 4; CHO-K1 Ca ag: 0.1; CHO-K1 Ca antag: 10; CHO parental Ca: -6; M1 antag: 6; CHRM1 agonist: -2; CHO-K1 Ca PAM: -12; TAAR1 antagonist: -10; CHRM1 PAM: -2

Results for COc1ccccc1-n1c(SCC(=O)Nc2cccc(C)c2)nc2c(c1=O)SCC2 ?
TAAR1 agonist: 0; CHO-K1 Ca ag: 1.9; CHO-K1 Ca antag: 20; CHO parental Ca: 9; M1 antag: 4; CHRM1 agonist: -3; CHO-K1 Ca PAM: 0; TAAR1 antagonist: -4; CHRM1 PAM: -1

How did COc1ccc(Cc2c(O)nc[nH]c2=O)cc1 do in these assays?
TAAR1 agonist: 7; CHO-K1 Ca ag: 0.5; CHO-K1 Ca antag: -9; CHO parental Ca: -1; M1 antag: -18; CHRM1 agonist: 0; CHO-K1 Ca PAM: 21; TAAR1 antagonist: 14; CHRM1 PAM: 14

How did O=C(C[C@@H]1C/C=C\C[C@H](NC(=O)OCC2c3ccccc3-c3ccccc32)C(=O)O[C@H](c2ccccc2)CNC1=O)NCCO do in these assays?
TAAR1 agonist: -1; CHO-K1 Ca ag: -0.9; CHO-K1 Ca antag: -4; CHO parental Ca: -10; M1 antag: 2; CHRM1 agonist: -11; CHO-K1 Ca PAM: -14; TAAR1 antagonist: -12; CHRM1 PAM: 2

How did O=C(CC1S/C(=N/N=C/c2cccs2)NC1=O)Nc1ccc(Cl)c(Cl)c1 (stereo not given) do in these assays?
TAAR1 agonist: 10; CHO-K1 Ca ag: -0.2; CHO-K1 Ca antag: 1; CHO parental Ca: 4; M1 antag: -6; CHRM1 agonist: 0; CHO-K1 Ca PAM: 2; TAAR1 antagonist: 4; CHRM1 PAM: 11

Results for O=C(COc1ccc(Cl)cc1Cl)NN1C(=O)/C(=C\c2ccc(Cl)cc2)SC1=S ?
TAAR1 agonist: 4; CHO-K1 Ca ag: -0.4; CHO-K1 Ca antag: 0; CHO parental Ca: -5; M1 antag: -3; CHRM1 agonist: -8; CHO-K1 Ca PAM: 15; TAAR1 antagonist: -12; CHRM1 PAM: 5

Results for Cn1c(=O)n(CCc2ccccc2)c(=O)c2c1nc1n2CCCN1c1ccccc1 ?
TAAR1 agonist: 4; CHO-K1 Ca ag: 0.7; CHO-K1 Ca antag: -18; CHO parental Ca: -6; M1 antag: 2; CHRM1 agonist: -6; CHO-K1 Ca PAM: 5; TAAR1 antagonist: -19; CHRM1 PAM: -3

Results for CCOC(=O)c1c(C)c(C(=O)Nc2ccc3c(c2)OCCO3)c(C)n1CC ?
TAAR1 agonist: 0; CHO-K1 Ca ag: 1.0; CHO-K1 Ca antag: -6; CHO parental Ca: -8; M1 antag: -7; CHRM1 agonist: -4; CHO-K1 Ca PAM: 15; TAAR1 antagonist: 10; CHRM1 PAM: -3

Results for CC1CCCC(NC(=O)COC(=O)COc2ccc(C#N)cc2)C1C (stereo not given) ?
TAAR1 agonist: 3; CHO-K1 Ca ag: 1.3; CHO-K1 Ca antag: -1; CHO parental Ca: -13; M1 antag: -6; CHRM1 agonist: 1; CHO-K1 Ca PAM: -2; TAAR1 antagonist: 11; CHRM1 PAM: 1

How did O=C1NC[C@H](CCCCN2CCN(Cc3ccccc3)C(=O)C2=O)N(Cc2ccccc2)C1=O do in these assays?
TAAR1 agonist: 0; CHO-K1 Ca ag: 0.0; CHO-K1 Ca antag: -5; CHO-K1 Ca PAM: -15; TAAR1 antagonist: 3

What do the screens show for `C=CCn1c(SCC(=O)Nc2cc(C)on2)nc2ccccc21`?
TAAR1 agonist: 1; CHO-K1 Ca ag: -0.1; CHO-K1 Ca antag: -4; M1 antag: -13; CHRM1 agonist: -8; CHO-K1 Ca PAM: -3; TAAR1 antagonist: -8; CHRM1 PAM: 0

What do the screens show for `O=C(Nc1ccnn1C1CCN(Cc2cc(Cl)ccc2O)CC1)c1cccnc1`?
TAAR1 agonist: 2; CHO-K1 Ca ag: 2.2; CHO-K1 Ca antag: -10; CHO parental Ca: -4; M1 antag: 40*; CHRM1 agonist: -5; CHO-K1 Ca PAM: -5; TAAR1 antagonist: -23; CHRM1 PAM: -16

How did O=C(NC1CCCCC1)C1CCCN(S(=O)(=O)c2cccs2)C1 (stereo not given) do in these assays?
TAAR1 agonist: 5; CHO-K1 Ca ag: 0.3; CHO-K1 Ca antag: 15; CHO parental Ca: -3; M1 antag: -10; CHRM1 agonist: -2; CHO-K1 Ca PAM: -7; TAAR1 antagonist: -16; CHRM1 PAM: -3

How did CCOC(=O)C(Cc1ccccc1)NC(=O)CCc1nnc2ccc(N3CCCC3)nn12 (stereo not given) do in these assays?
TAAR1 agonist: 1; CHO-K1 Ca ag: 6.3; CHO-K1 Ca antag: -3; CHO parental Ca: 7; M1 antag: -2; CHRM1 agonist: -4; CHO-K1 Ca PAM: 14; TAAR1 antagonist: -11; CHRM1 PAM: 8

What do the screens show for `COC(=O)COc1cccc2c(=O)n(CC(=O)NCCc3ccccc3)ccc12`?
TAAR1 agonist: 0; CHO-K1 Ca ag: 5.6; CHO-K1 Ca antag: 9; CHO parental Ca: -4; M1 antag: -6; CHRM1 agonist: -1; CHO-K1 Ca PAM: 10; TAAR1 antagonist: -22; CHRM1 PAM: 4

How did O=C(CSc1nnnn1-c1ccc(F)cc1)Nc1nc2ccccc2s1 do in these assays?
TAAR1 agonist: 9; CHO-K1 Ca ag: -0.1; CHO-K1 Ca antag: -4; CHO parental Ca: -10; M1 antag: -3; CHRM1 agonist: -3; CHO-K1 Ca PAM: 14; TAAR1 antagonist: -12; CHRM1 PAM: 1

What do the screens show for `CCS(=O)(=O)N1CCC(C(=O)Nc2cccc(C(C)=O)c2)CC1`?
TAAR1 agonist: 3; CHO-K1 Ca ag: 0.3; CHO-K1 Ca antag: 4; CHO parental Ca: -1; M1 antag: 0; CHRM1 agonist: 0; CHO-K1 Ca PAM: 13; TAAR1 antagonist: 9; CHRM1 PAM: 6

Fetched by structure from the entries so far:
How did O=C(NC1CCCCC1)C1CCCN(S(=O)(=O)c2cccs2)C1 (stereo not given) do in these assays?
TAAR1 agonist: 5; CHO-K1 Ca ag: 0.3; CHO-K1 Ca antag: 15; CHO parental Ca: -3; M1 antag: -10; CHRM1 agonist: -2; CHO-K1 Ca PAM: -7; TAAR1 antagonist: -16; CHRM1 PAM: -3

How did CCOC(=O)C(Cc1ccccc1)NC(=O)CCc1nnc2ccc(N3CCCC3)nn12 (stereo not given) do in these assays?
TAAR1 agonist: 1; CHO-K1 Ca ag: 6.3; CHO-K1 Ca antag: -3; CHO parental Ca: 7; M1 antag: -2; CHRM1 agonist: -4; CHO-K1 Ca PAM: 14; TAAR1 antagonist: -11; CHRM1 PAM: 8
